# mouse EphA4 binding: inhibitors of EphA4 binding to KYL peptide, primary screen, biochemical, colorimetric, mouse EphA4 (AID 689); Ephrin type-A receptor 4 (Mus musculus); EphA4-AP binding to KYL peptide, pNPP A405; higher % means a stronger effect; inhibition, % at 10 µM; hits with a dose series show IC50 in µM; hit rate 0.1% among 62,000; in the data active means a potency from the dose series; inactive means the rest, 99 in 100 with inhibition below about 22%
# * = called active by the depositor.
SMILES,mouse EphA4 binding
COc1cc(SC)ccc1C(=O)n1nnc2ccccc21,6%
COc1ccc(C2/C(=C(\O)c3ccc(C)cc3)C(=O)C(=O)N2c2ccc(O)cc2)cc1 (centres undefined),-8%
O=C(NC(N1CCCC1)C(Cl)(Cl)Cl)c1ccccc1 (centres undefined),-17%
CC(C)COC(=O)c1nnsc1NC(=O)Nc1ccccc1,-12%
COc1ccc(C(=O)Oc2cccc3cccnc23)cc1Cl,-1%
CCCc1cc(C(=O)Cc2nc3ccccc3s2)c(O)cc1O,-28%
N=c1ccn(Cc2cccc(Cl)c2)cc1,3%
CCOc1ccc(N(CC(=O)NC(C)CC)S(C)(=O)=O)cc1 (centres undefined),-9%
CCn1c(SCc2ccc(C)cc2)nnc1-c1cnccn1,-10%
Cc1noc(C)c1CSc1nnc(-c2cc(Cl)ccc2Cl)n1N,-15%
N#CC1=C2SCCN2C(=O)C(C#N)C12CCCCC2 (centres undefined),11%
COc1cc2c(cc1OC)-c1cc(NC3CCCCC3)nc(=O)n1CC2,-2%
COc1cccc(CNC(=O)CN(C)S(=O)(=O)c2cnc[nH]2)c1,1%
COc1ccc(CNC(=O)c2cccc(N3CCCC3=O)c2)cc1,-2%
CC(C)Sc1nc(N2CCOCC2)c2c(c1C#N)CC(C)(C)SC2,6%
CCOc1cc(OCC)cc(C(=O)Nc2cc(-c3nc4ccccc4s3)ccc2Cl)c1,-8%
CCC(=O)N(c1ccc(F)cc1)C1C=CS(=O)(=O)C1 (centres undefined),-4%
CN1C(=O)N(C)C2(c3ccccc3)N(C)C(=O)NC12c1ccccc1 (centres undefined),-6%
CC(C)(C)C(=O)Nc1nc(C2CCCN2S(=O)(=O)c2ccc(Cl)cc2)cs1 (centres undefined),-17%
COc1ccc(CNC(=O)c2ccc(NS(=O)(=O)c3c(C)noc3C)cc2)cc1,-5%
Cc1nc(CSc2nnc3scc(-c4ccccc4)n23)cs1,-1%
COCCCNC(=S)NC1CC2CCCC(C1)N2Cc1cccs1 (centres undefined),-4%
O=C(CSc1cc(Cl)ccc1Cl)Nc1ccccc1[N+](=O)[O-],0%
Cc1nc2ncnn2c(C)c1CCC(=O)Nc1ccc(S(=O)(=O)N2CCCCCC2)cc1,2%
Cc1ccc2cccc(OC(=O)c3ccc4c(c3)OCCO4)c2n1,-8%

# The list goes on, overlapping the part above by 2 compounds.
SMILES,mouse EphA4 binding
Cc1nc2ncnn2c(C)c1CCC(=O)Nc1ccc(S(=O)(=O)N2CCCCCC2)cc1,2%
Cc1ccc2cccc(OC(=O)c3ccc4c(c3)OCCO4)c2n1,-8%
Cc1cccc(C)c1NC(=O)CS(=O)CC(=O)NCCCc1ccccc1 (centres undefined),-3%
CC(=O)Nc1cc2c(=O)n(Cc3ccccc3)c(C)nc2cc1N1CCOCC1,-11%
CCOCCCNC(=O)C1CCN(S(=O)(=O)CC)CC1,-7%
Cc1nc(NCCCn2ccnc2)c2oc3ccccc3c2n1,4%
O=C(NCCN1CCN(S(=O)(=O)c2ccc([N+](=O)[O-])cc2)CC1)C(=O)Nc1ccccc1,-9%
CN(Cc1ccccc1)C(=O)c1cc2ccccc2o1,-13%
O=C(NC1CS(=O)(=O)CC1NCc1ccccc1)c1ccccc1 (centres undefined),-7%
CCN(CC)C(=O)CC(c1ccccc1)c1ccco1 (centres undefined),2%
CC(=O)Nc1ccc(Nc2ncnc3c2cnn3-c2ccccc2)cc1,-1%
Cc1cccc(NC(=O)c2ccccc2[N+](=O)[O-])n1,-9%
O=C(NCc1ccccc1)N1CCC(c2nc3ccccc3[nH]2)CC1,-3%
CC(CN1CCN(c2ccccc2)CC1)c1ccccc1 (centres undefined),3%
Cc1cc(/C=N/n2cnnc2)c(C)n1-c1ccc(OCc2ccc(Cl)cc2)cc1,1%
[O-][N+]1=c2ccc(Nc3ccccc3)cc2=NC12CCCCC2,-3%
COc1ccc(-c2cc(C(F)(F)F)n3nc(C(=O)N4CCCCC4)cc3n2)cc1,-4%
CC(C)n1c(N2CCN(CC(=O)Nc3ccc4c(c3)OCCO4)CC2)nc2ccccc21,1%
O=C(NCc1ccco1)c1cc2nc(-c3ccc4c(c3)OCO4)cc(C(F)(F)F)n2n1,48%
C=C(Br)Cn1c(CC)nc2ccccc21,-7%
COc1cc(-c2cc(OC)c3c(C)oc(C)c3c(=O)c2)ccc1O,-2%
COC(=O)CSc1nnc2c(C)cc3cc4c(cc3n12)OCCO4,-17%
N#Cc1c(-c2ccccc2)cc(-c2ccccc2)nc1SCc1nnc(-c2ccccc2)o1,5%
Cc1cc(C)n(C(CC(=O)O)C(=O)O)n1 (centres undefined),-7%
O=C(c1ccccc1)n1c(=S)nc2ccccn21,-4%
CCn1c(=O)cc(SCC(=O)NCc2ccc3c(c2)OCO3)c2ccccc21,-2%
CCCC(=O)N(CCN(Cc1ccccc1)C(=O)CCC)Cc1ccccc1,-13%

# Some of the entries above in another layout.
mouse EphA4 binding,molecule
6%,COc1cc(SC)ccc1C(=O)n1nnc2ccccc21
-8%,COc1ccc(C2/C(=C(\O)c3ccc(C)cc3)C(=O)C(=O)N2c2ccc(O)cc2)cc1 (centres undefined)
-17%,O=C(NC(N1CCCC1)C(Cl)(Cl)Cl)c1ccccc1 (centres undefined)

# Remaining list, next part:
SMILES,mouse EphA4 binding
Cc1ccc(S(=O)(=O)N2CCN(C(=O)c3cc4c(C)nn(-c5ccccc5C)c4s3)CC2)cc1,-2%
Cc1ccc(NC2=Nc3ccccc3N3C2=Nc2c(c(C)nn2-c2ccccc2)C3c2ccc(O)c(O)c2)cc1 (centres undefined),28%
Cc1ccc(C)c(Cc2c(C)nc3c(C(=O)N4CCOCC4)cnn3c2C)c1,9%
Cc1ccc(S(=O)(=O)NCCOCCNS(=O)(=O)c2ccc(C)cc2)cc1,4%
CSc1ccc(NC(=O)NCCN2CCc3ccccc3C2)cc1,-1%
O=C1c2ccccc2C(=O)c2c1cccc2N1CCN(Cc2ccccc2)CC1,-10%
COc1ccc(-n2nc(C(=O)NCC(=O)NCC3CCCO3)c3ccccc3c2=O)c(OC)c1 (centres undefined),8%
Cc1cc(C)n2nc(SCC(=O)c3cc(C)n(-c4cc(C)on4)c3C)nc2n1,-9%
O/N=C1\CCC\C1=C/c1ccco1,-8%
COc1ccc(C(=O)c2no[n+]([O-])c2C(=O)c2ccc(OC)cc2)cc1,-8%
O=C(c1ccco1)N1CCN(C(c2cccs2)c2sc3ncnn3c2O)CC1 (centres undefined),-29%
OC1C2(Cc3ccccc3)CN3CCN(C2)CC1(Cc1ccccc1)C3 (centres undefined),-8%
N#Cc1nc(-c2cccs2)oc1NCc1ccc2c(c1)OCO2,-18%
Cc1occc1-c1nnc(SCC(=O)N(C)C)o1,-14%
CCN(C(=O)Cn1c(=O)oc2ccccc21)C1CCS(=O)(=O)C1 (centres undefined),-8%
CCN(CC)CCCN(Cc1cc2cc(OC)ccc2[nH]c1=O)C(=O)Nc1ccc(F)cc1,-3%
COc1cc(OC)c([N+](=O)[O-])cc1C=O,-10%
COc1ccccc1-c1cc(C(=O)N/N=C/c2sccc2C)c2ccccc2n1,1%
CCCCCCn1c(NCC)nc2c1c(=O)n(C)c(=O)n2C,8%
Cc1cc(C)nc(N(C#N)Cc2ccccc2Cl)n1,-5%
COc1ccc(CNC(=O)/C=C/c2ccc(OCCCF)cc2)cc1OC,-3%
Cc1c(CCO)c(=O)n(C)n1C(=O)c1ccc(Cl)cc1,9%
O=c1[nH]c2cc(Br)cnc2nc1/C=C(\O)c1ccc(F)cc1,1%
Cc1cc(C)n(-c2nc(-c3cccc(Cl)c3)cs2)n1,-42%
O=C(Nc1ccc2nn(-c3ccccc3)nc2c1)c1cccnc1,-22%

# Random excerpt: seven entries already listed.
SMILES,mouse EphA4 binding
OC1C2(Cc3ccccc3)CN3CCN(C2)CC1(Cc1ccccc1)C3 (centres undefined),-8%
COc1ccc(-c2cc(C(F)(F)F)n3nc(C(=O)N4CCCCC4)cc3n2)cc1,-4%
O=C(c1ccco1)N1CCN(C(c2cccs2)c2sc3ncnn3c2O)CC1 (centres undefined),-29%
COc1ccc(C(=O)c2no[n+]([O-])c2C(=O)c2ccc(OC)cc2)cc1,-8%
CCOCCCNC(=O)C1CCN(S(=O)(=O)CC)CC1,-7%
CCCC(=O)N(CCN(Cc1ccccc1)C(=O)CCC)Cc1ccccc1,-13%
Cc1ccc(C)c(Cc2c(C)nc3c(C(=O)N4CCOCC4)cnn3c2C)c1,9%

# Later entries.
SMILES,mouse EphA4 binding
CCc1ccccc1NC(=S)NC1CC2CCC(C1)N2Cc1ccco1 (centres undefined),-7%
Cc1csc(NC(=O)C2CCC(C)(C(=O)O)C2(C)C)n1 (centres undefined),11%
CCOC(=O)c1ccc(NC(=O)c2cccc(S(=O)(=O)N3CCOCC3)c2)cc1,-7%
CCNc1nc(OCCNS(=O)(=O)c2cc(C)ccc2C)nc(N(C)C)n1,-12%
O=C(CCc1nc(-c2ccccc2F)no1)NCCN1CCc2ccccc2C1,-1%
COc1ccc(-n2nnnc2Sc2ccc(S(=O)(=O)N3CCOCC3)cn2)cc1,-8%
CC1CN(c2nc3ccccc3nc2C(C#N)C(=O)NC2CCCCC2)CC(C)O1 (centres undefined),15%
CC(O)(CS(=O)(=O)Cc1cccc(C(F)(F)F)c1)C(=O)Nc1cccc(C(F)(F)F)c1 (centres undefined),-19%
O=C(CSc1nnc2ccccn12)Nc1ncc(Cl)cc1Cl,-6%
COC(=O)c1ccc(NC(=S)NC(=O)c2ccc(F)cc2)cc1,-15%
Cn1cccc1Cc1nnc(SCC(=O)NCc2ccccc2Cl)n1-c1ccc(F)cc1,3%
Cc1cc(C)c2cc(CN(Cc3cccnc3)C(=O)c3ccc(F)cc3)c(Cl)nc2c1,-5%
CC(=O)Nc1ccc(C2Nc3ccccc3C(=O)N2C2CCCCC2)cc1 (centres undefined),2%
O=C(c1ccco1)n1c(=S)nc2ccccn21,1%
COc1cc(C=O)cc2c1OC1(C=C2)N(C)c2ccccc2C1(C)C (centres undefined),-13%
COc1ccc(-c2c(C(C)=O)c(C)nc3sc4c(c23)NC(c2ccccc2)NC4=O)cc1 (centres undefined),-24%
CCCCCCC(=O)Nc1nc(C)c(-c2csc(Nc3ccccc3OC)n2)s1,18%
CC1CCCC(NC(=O)CSc2nnc(N)s2)C1C (centres undefined),-4%
CCSc1nc2ccccc2n1Cc1ccc(OC)c([N+](=O)[O-])c1,-3%
O=C(Nc1ccc(F)cc1)N(Cc1nnc2n1CCCCC2)c1ccccc1,-3%
O=C(CCN1C(=O)COc2ccccc21)N1CCCCC1,-9%
CC1(C)CC(=O)C2=C(C1)NC(=O)CC2c1cc2c(cc1Br)OCO2 (centres undefined),-2%
Cc1cccc(C2OC3(C(=O)c4ccccc4C3=O)C3C(=O)N(c4ccc(C)c(Cl)c4)C(=O)C23)c1 (centres undefined),-4%
CC(C)C(=O)N(c1ccc(F)cc1)C1C=CS(=O)(=O)C1 (centres undefined),0%
CCOC(=O)c1c(NC(=O)CCCN2CCOCC2)sc2c1CC(C)(C)OC2,-18%

# Two of these compounds in a different format:
compound	mouse EphA4 binding
CCCCCCC(=O)Nc1nc(C)c(-c2csc(Nc3ccccc3OC)n2)s1	18%
CC1CCCC(NC(=O)CSc2nnc(N)s2)C1C (centres undefined)	-4%

# (listing goes on)
SMILES,mouse EphA4 binding
COc1ccc(NS(=O)(=O)CC23CCC(CC2=O)C3(C)C)cc1 (centres undefined),4%
COc1ccc2[nH]c(=O)c(CN(C(=O)c3ccccn3)C3CCCCC3)cc2c1,0%
CCOC(=O)c1sc(NC(=O)c2ccc(Br)o2)cc1C,-4%
O=C(NC1CCS(=O)(=O)C1)Oc1ccc(Cl)cc1 (centres undefined),-4%
CN(CC(=O)NC1CCCc2ccccc21)S(=O)(=O)c1ccc2c(c1)c(=O)n(C)c(=O)n2C (centres undefined),4%
Nn1c(SCC(=O)N2CCOCC2)nnc1-c1ccc(Cl)cc1Cl,-2%
O=C1C(=O)N(c2ccccn2)C(c2cccc(Br)c2)/C1=C(\O)c1ccc(Cl)cc1 (centres undefined),-10%
Cc1ccc2c(CC(=O)OCc3nc(N)nc(Nc4ccccc4C)n3)coc2c1,-11%
C[C@H](NC(=O)Nc1ccc2c(c1)OCCO2)C(=O)O,-4%
COc1cc(OC)c(C2C(C(=O)N3CCOCC3)=C(C)NC3=C2C(=O)CC(C)(C)C3)cc1OC (centres undefined),9%
CCOC(=O)C1CCCN(C(=O)COc2ccccc2O)C1 (centres undefined),-1%
Nc1nnc(CSc2ccc(Cl)cc2)s1,10%
O=C(O)CCC(=O)Nc1ccc(Br)cn1,-6%
CCCOC(=O)CSc1nnc(-c2ccc(Cl)cc2Cl)o1,7%
Cc1ccc(C)c(N=Nc2nc3ccccc3n2C)c1,-3%
COc1ccc(/C=N/NC(=O)c2ccn[nH]2)cc1COc1ccc(Cl)cc1Cl,3%
CCCCNC(=O)C(=O)NC(C)CCc1ccccc1 (centres undefined),-9%
O=CN(CCN(C=O)CN1CCCCC1)CN1CCCCC1,4%
Cc1cc(C(=O)COc2cccc(-n3cnnn3)c2)c(C)n1-c1ccccc1,-2%
CC12CC3CC(C)(C1)CC(CN1CCOCC1)(C3)C2,0%
CCN(CC)CCOC(=O)c1ccc(Cl)cc1,-8%
COc1ccc(NC(=O)CCC2CCCCC2)cc1,-2%
c1cncc(-c2nc3c(ccc4ccccc43)[nH]2)c1,-11%
O=C(Cn1cnc2c(cnn2-c2ccccc2)c1=O)N1CCCc2ccccc21,-4%
O=C(O)c1cc(-c2ccc(O)cc2)nc2ccc(Br)cc12,-5%

# Next results follow:
SMILES,mouse EphA4 binding
CCOC(=O)c1ccc(N/C(=N\S(=O)(=O)c2ccccc2C)c2ccccc2)cc1,-25%
CC1(C)CC(=O)C(C=Nc2ccc(O)cc2)=C(O)C1,-5%
Cc1c(Br)cc(C(=O)N2CCCCCC2)c(C)c1C,7%
Clc1ccc(CN2CCC(c3nc4ccc(Cl)cc4[nH]3)CC2)cc1,3%
CCCCN1CC(O)=C(c2nc3ccccc3[nH]2)C1=N,11%
C/C(=N/NC(=O)c1cccs1)c1cccc(NC(=O)C2CC2)c1,-2%

# Screens from PubChem.

# Some of the compounds tested; count on the stated rates, not on these rows.
